Akt phos inh: inhibitors of Akt phosphorylation | Neuro2A IGF-stimulated pAkt S473 HTRF, 20 min; stronger effect = lower value | activity change, % for hits at 50 µM | hit rate 0.32% among 360,000 | AID 651550; in the data active = activity change below about -80%; inconclusive = mostly about -51% to -80%; also: % is scaled to controls: 0 for no effect and ±100 for the full control effect
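Neuro2A cells (4,500/well, DMEM with 0.5% FBS) were treated with compound at a single 50 µM final concentration, stimulated with 6 nM IGF for 20 min at 37 °C, and lysed. Phospho-Akt Ser473 was read by HTRF as 665/615 ratio ×10^4.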
PTHR1 ag: agonists of human PTHR1 parathyroid hormone receptor. Potency, µM (doses to about 115 µM), for the others: top-dose activation, hits mostly activators. HEK293 GP2 PTHR1 cells, GloSensor cAMP luminescence, 1 h. hit rate 0.075% among 410,000; also: potency is read from the fitted curve at half-maximal effect; nearly all actives have a fitted effect of over 55% in size; some results filed as inactive show a strong effect at the top dose; inactives centre near -15; many of its hits are not listed in these tables
Target sequence (Q03431 whole entry, looked up): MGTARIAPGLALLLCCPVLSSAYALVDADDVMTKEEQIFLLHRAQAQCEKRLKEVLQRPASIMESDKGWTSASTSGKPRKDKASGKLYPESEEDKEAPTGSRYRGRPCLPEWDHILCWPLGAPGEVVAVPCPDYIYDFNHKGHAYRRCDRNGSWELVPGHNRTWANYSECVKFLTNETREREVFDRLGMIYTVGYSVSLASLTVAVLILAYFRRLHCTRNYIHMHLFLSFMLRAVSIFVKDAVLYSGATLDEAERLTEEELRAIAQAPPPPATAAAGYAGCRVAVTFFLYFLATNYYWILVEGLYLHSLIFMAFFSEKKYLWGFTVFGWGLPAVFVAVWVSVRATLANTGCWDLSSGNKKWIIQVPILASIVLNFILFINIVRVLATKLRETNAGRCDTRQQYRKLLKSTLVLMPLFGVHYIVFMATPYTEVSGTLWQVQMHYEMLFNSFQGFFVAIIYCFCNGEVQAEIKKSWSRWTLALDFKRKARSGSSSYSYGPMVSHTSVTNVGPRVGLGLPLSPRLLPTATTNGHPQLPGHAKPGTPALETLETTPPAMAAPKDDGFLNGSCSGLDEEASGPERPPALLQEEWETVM
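HEK-293-derived GP2 cells expressing PTHR1 and a GloSensor cAMP reporter, 3,000/well, plated overnight, given luciferin plus IBMX (each 0.5 mM as added) for 1 h at 37 °C, then compound for 1 h at 37 °C. Luminescence was read after 15 min at room temperature.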
aSyn rescue: alpha-synuclein toxicity inhibition in yeast. Yeast expressing alpha-synuclein, growth rescue, BacTiter-Glo, 24 h. Potency, µM (titrated, usually from 46.1 µM), for inactives: top-dose growth rescue (activation), usual class: activators. hit rate 0.14% among 370,000; also: potency is read from the fitted curve at half-maximal effect; % of control where 0% means no effect; nearly all actives have a fitted effect of over 65% in size
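Rescue of yeast growth: cells expressing toxic alpha-synuclein, induced in galactose at OD600 0.02, incubated with compound 24 h at 30 C. ATP luminescence quantified growth; inhibitors of toxicity appear as activators.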
GLP1R inv ag: GLP-1 receptor (human) inverse agonism; P43220; HEK293 GLP-1R CRE-luciferase, luminescence, 24 h; GLP-1R form is constitutively active; Potency, µM (doses to about 38.3 µM), inactives show at the top dose activity change, negative = inhibition, hits mostly inhibitors; hit rate 1.6% among 410,000; also: potency is read from the fitted curve at half-maximal effect; % is scaled to controls: 0 for no effect and ±100 for the full control effect; nearly all actives have a fitted effect of over 55% in size
Target sequence (P43220 whole entry, looked up): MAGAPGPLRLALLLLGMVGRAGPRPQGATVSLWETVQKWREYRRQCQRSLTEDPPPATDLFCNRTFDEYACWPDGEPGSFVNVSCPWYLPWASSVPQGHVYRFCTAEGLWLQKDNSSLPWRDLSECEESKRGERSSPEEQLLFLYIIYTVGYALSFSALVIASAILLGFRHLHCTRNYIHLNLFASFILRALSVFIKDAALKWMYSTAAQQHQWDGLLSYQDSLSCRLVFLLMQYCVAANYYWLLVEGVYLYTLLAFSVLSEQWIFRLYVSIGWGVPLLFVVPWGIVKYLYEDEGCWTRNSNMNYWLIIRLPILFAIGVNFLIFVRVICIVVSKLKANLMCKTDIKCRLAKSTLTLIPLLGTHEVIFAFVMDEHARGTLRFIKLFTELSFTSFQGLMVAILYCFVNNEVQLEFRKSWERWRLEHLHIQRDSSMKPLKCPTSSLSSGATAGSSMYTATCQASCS
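Seeding at 200 cells/uL, 12 h culture, 24 hr compound treatment, then luciferase reagent and a luminescence read; cells are HEK293 stably expressing a constitutively active GLP-1R plus cAMP-responsive luciferase.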
FUS yeast rescue: suppressors of FUS proteinopathy in yeast | S. cerevisiae FUS-expressing, growth rescue, OD600, 24 h | Potency, µM (highest dose often 76.6 µM), without a hit: top-dose growth rescue (activation), hits mostly activators | hit rate 0.24% among 390,000 | AID 1347120;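 also: potency is read from the fitted curve at half-maximal effect; plate controls were DMSO vehicle for no effect and reference control for full effect; nearly all actives have a fitted effect of over 55% in size; some results filed as inactive show a strong effect at the top dose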
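Yeast FUS proteinopathy model; galactose-induced FUS (2%), starting OD 0.005. Cpds in dilution series, 24hr, 30C, 99% humidity. Abs 600 nm growth. Pos ctrl CP55940 (top 92uM final); neg ctrl DMSO.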
TDP43 rescue: inhibitors of TDP-43 toxicity in yeast. Potency, µM (titrated, usually from 46.1 µM), for inactives: at the top dose growth rescue (activation), usual class: activators. hit rate 1.8% among 410,000. TDP-43 expressing yeast growth rescue, BacTiter-Glo, 24 h; also: potency is read from the fitted curve at half-maximal effect; % of control where 0% means no effect; nearly all actives have a fitted effect of over 50% in size
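Growth rescue of TDP-43-toxic yeast measured as ATP luminescence (BacTiter-Glo). Cells grown to mid-log in raffinose, induced in galactose at OD600=0.02, exposed to compound 24 hr at 30 deg C.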
Mm-Cpn inhibitor: inhibitors of Methanococcus maripaludis chaperonin (MmCpn) | purified Mm-Cpn ATPase, ADP Transcreener TR-FRET | Potency, µM (doses to about 76.9 µM), for inactives: at the highest dose activity, negative = inhibition, actives largely listed as inhibitors | hit rate 0.031% among 330,000 | AID 504842; also: potency is read from the fitted curve at half-maximal effect; % is scaled to controls: 0 for no effect and ±100 for the full control effect; nearly all actives have a fitted effect of over 80% in size
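Purified archaeal Mm-CPN (25nM final) preincubated 10 min at 37degC with compound, then 10uM ATP for 30 min at 37degC; ADP measured by HTRF Transcreener TR-FRET; buffer 30 mM TRIS pH 7.4, 100mM KCl, 5mM MgCl2, 1mM DTT.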
GLP1R cytotox: cytotoxic in the GLP-1 receptor inverse agonist counter-screen | HEK293 cAMP-luciferase reporter cells, luminescence, 24 h | hit rate 0.13% among 410,000 | Potency, µM (highest dose often 38.3 µM), for inactives: at the top dose activity change, negative = inhibition, hits mostly inhibitors | AID 624418;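 also: loss of luciferase light is scored as toxicity; potency is read from the fitted curve at half-maximal effect; % is scaled to controls: 0 for no effect and ±100 for the full control effect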
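Quantitative HTS format, 1536 wells, 200 cells/uL seeded. Compounds: 23 nL, 24 h, 37 °C. Detection: luciferase reagent, luminescence at 12 min RT; decreased signal taken as cytotoxic.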
Abeta yeast res: restores growth of yeast expressing A-beta42 peptide; yeast expressing A-beta42, growth rescue, OD600, 48 h; response scale: 0% DMSO, 100% iron-clioquinol control; Potency, µM (titrated, usually from 46.1 µM), inactives show top-dose growth rescue, hits mostly activators; hit rate 0.063% among 410,000; AID 1347071; also: potency is read from the fitted curve at half-maximal effect; nearly all actives have a fitted effect of over 55% in size
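Yeast A-beta toxicity model in growth medium with pinned compounds, 48 h at 30 C; growth read as absorbance at 600 nm. Normalized to FeCl3/clioquinol equimolar mix (positive) and DMSO (negative).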
* marks the source's active call; other numbers are inactive results; i = inactive; ? = inconclusive; . = no result given; [ ] = remark or other dose. Unless noted, calls follow the shape of the dose curve; as a rule, active = well fitted curve in the direction sought with a large enough effect; inconclusive = small, poorly fitted or top-dose-only effect, or another doubt; inactive = no such curve, though single readings can be large; an effect the other way counts as inactive or inconclusive. Only part of the results is shown. The share of hits here may be higher or lower than overall.

SMILES	Akt phos inh	PTHR1 ag	aSyn rescue	GLP1R inv ag	FUS yeast rescue	TDP43 rescue	Mm-Cpn inhibitor	GLP1R cytotox	Abeta yeast res
Cc1ccc(S(=O)(=O)NC2CCC(C(=O)O)CC2)cc1 (stereo not given)	i	i	-1%	0%	18%	-8%	0%	6%	0%
COCCn1c(SCC(=O)NCc2cccs2)nnc1-c1ccc(OC)cc1	i	i	3%	8%	-11%	2%	0%	-21%	21%
CCCCC(=O)N(C)c1c(CC)nc2c(OCC(=O)c3ccc(F)cc3)cccn12	i	-2%	-7%	-24%	-5%	13%	.	-20%	17%
Cc1cn2c(nc1=O)OC1C(O)C(COC(=O)c3ccccc3)OC12 (stereo not given)	i	-5%[57.5 µM]	-1%	5%	-12%	-6%	-1%	4%	10%
CN(C)Cc1nc2c(c(=O)[nH]1)C1(CCCCC1)Cc1ccccc1-2	i	i	3%	-17%	7%	-20%	0%	5%	2%
O=[N+]([O-])c1cccc(-c2c(-c3ccccc3)ncc3ccc(F)cc23)c1	i	-52%[inhibitor]	-11%	8%	?	?	-2%	14%	-9%
O=C(CCS(=O)(=O)c1ccccc1)N1CCN(c2ccc(F)cc2)CC1	i	-56%[inhibitor]	14%	39%[activator]	28%	-16%	0%	-1%	-11%
Fc1ccc(-c2csc3ncnc(Cl)c23)cc1	i	-7%	1%	0%	.	1%	-2%	-18%	-21%
CC(C)CC(=O)N(c1ccc(F)cc1)C1C=CS(=O)(=O)C1 (stereo not given)	i	i	5%	1%	-30%	-14%	2%	-25%	-16%
CC(=O)Nc1ccc(S(=O)(=O)Nc2cccc(-c3ccc(N4CCC(C)CC4)nn3)c2)cc1	.	-41%[inhibitor]	.	?	?	4%	.	-6%	-10%
Cc1ccc(OCC(=O)Nc2nnc(S(=O)(=O)N3CCC(C)CC3)s2)cc1	i	-9%	-8%	-24%	32%	-14%	0%	-6%	-6%
COc1c(F)c(F)c(C(=O)Nc2cccc(Cl)c2N2CCOCC2)c(F)c1F	i	-14%	-1%	-10%	1%	13%	.	2%	-11%
ClC1=C(Cl)C(Cl)=C(Cl)C1=C/C=C/c1ccccc1	i	-17%	3%	23%	-5%	0%	-2%	-1%	8%
CCOC(=O)COc1ccc(S(=O)(=O)N2CCN(C(=O)OCC)CC2)cc1	i	i	2%	-2%	12%	4%	0%	-1%	11%
Cc1[nH]c2ccccc2c1C(=O)CSCC(=O)O	i	i	-3%	-9%	14%	19%	1%	5%	-8%
Cn1c(CNC(=O)CNS(=O)(=O)c2ccc(Cl)cc2)cc(=O)n(C)c1=O	i	i	0%	3%	-14%	2%	0%	3%	-4%
COc1cc2c(cc1OC)C(c1ccccc1[N+](=O)[O-])=NCC2	i	-18%	-4%	14%	-21%	0%	.	-5%	-2%
O=c1cc(-c2ccc(O)cc2)oc2ccccc12	i	-23%	1%	34%[activator]	-13%	4%	-3%	-31%	3%
S=C(NCC1CCCO1)n1nnc2ccccc21 (stereo not given)	i	-13%[57.5 µM]	1%	0%	6%	-17%	0%	8%	-4%
Clc1ccccc1CSc1cnnc2ccccc12	i	-24%	?	?	-21%	21%	.	-19%	-2%
CCCn1c(SCC(=O)NCc2ccccc2)nnc1-c1ccncc1	-115%*	i	-1%	-12%	37%	-11%	-1%	-2%	-4%
CCOc1ccc(CNC(=O)CCCn2ccc3cc(S(=O)(=O)N4CCCC4)ccc32)cc1	i	-26%	4%	?	?	8%	0%	23%	.
CC(C)CCNC(=O)C1CC2Cn3c(nc4cc(Cl)c(Cl)cc43)C2N1C (stereo not given)	i	-8%	-2%	-14%	-9%	13%	.	-8%	9%
C=CCN1C(=O)/C(=c2\sc3nc(=O)c(Cc4ccccc4Cl)nn3c2=O)c2ccccc21	i	-4%	-1%	0%	5%	-27%	-2%	8%	-1%
Cn1c(SCc2cccc([N+](=O)[O-])c2)nc2c(c1=O)SCC2	i	-33%[inhibitor]	13%	?	5%	?	-4%	-12%	11%

The final three records of the section before are carried over, then new ones follow:
SMILES	Akt phos inh	PTHR1 ag	aSyn rescue	GLP1R inv ag	FUS yeast rescue	TDP43 rescue	Mm-Cpn inhibitor	GLP1R cytotox	Abeta yeast res
CC(C)CCNC(=O)C1CC2Cn3c(nc4cc(Cl)c(Cl)cc43)C2N1C (stereo not given)	i	-8%	-2%	-14%	-9%	13%	.	-8%	9%
C=CCN1C(=O)/C(=c2\sc3nc(=O)c(Cc4ccccc4Cl)nn3c2=O)c2ccccc21	i	-4%	-1%	0%	5%	-27%	-2%	8%	-1%
Cn1c(SCc2cccc([N+](=O)[O-])c2)nc2c(c1=O)SCC2	i	-33%[inhibitor]	13%	?	5%	?	-4%	-12%	11%
CNc1cncc(-c2c(OC)cccc2OC)n1	i	-9%	-4%	-16%	-11%	4%	.	-3%	-15%
COc1cccc(C2CC(=O)Nc3c2ccc(C)c3C)c1OC (stereo not given)	.	-23%	.	-10%	5%	18µM*	.	-8%	-6%
CN(Cc1ccccc1)c1ccc2nnc(-c3ccccc3)n2n1	i	i	-16%	10%	21%	?	2%	3%	-9%
CCCCCCCCN1C(=O)[C@H](CC(=O)NCc2ccc(OC)c(OC)c2)C[C@@]2(C(=O)OC)CC(C)(C)CC=C12	i	-2%	?	?	?	22µM*	.	-28%	6%
COc1ccc(NC(=O)CCNS(=O)(=O)c2cc(Br)ccc2Br)cc1S(N)(=O)=O	i	i	-7%	66%[activator]	-2%	13%	-2%	5%	5%
CCC(=O)N1Cc2cc(C(=O)Nc3nccs3)nc(-c3cccc(-c4ccccc4OC)c3)c2[C@@H]1CCO	i	-19%	2%	?	?	?	.	-2%	-26%
COc1ccc(-c2nc(CN(C)C(C)c3ccon3)c(C)o2)c(C)c1C (stereo not given)	i	-13%	4%	-15%[7.66 µM]	1%	11%[9.22 µM]	1%	12%[7.66 µM]	9%
CCOC(=O)[C@@H]1[C@H]2COc3ccc(Br)cc3[C@@H]2N2C(=O)N(c3ccc(C)cc3)C(=O)[C@]12C	i	i	14%	?	?	6%	1%	8%	-7%
O=C(CO/N=C/c1cccc([N+](=O)[O-])c1)NC1CCCCCC1	i	i	2%	?	5%	?	-1%	0%	13%
CCCCNC(=O)/C(C#N)=c1\s/c(=C\c2ccccc2OC(F)F)c(=O)n1CCCOC	i	i	-1%	-6%	11%	3%	-1%	2%[1.53 µM]	5%
OC[C@@H]1CN(Cc2cccs2)C[C@H](n2cnc3c(NC4CCCC4)ncnc32)O1	i	i	-2%	7%	-3%	27%	.	-4%	-6%
Cc1ccc(C)c(NC(=O)CN(C)C(=O)c2nn(C)c(=O)c3ccccc23)c1	i	-16%	0%	16%	4%	-13%	2%	-5%	-2%
CC(C)OC(=O)CSc1nnc(-c2cnccn2)n1Cc1ccco1	.	-6%[57.5 µM]	0%	5%	-9%	-10%	.	7%	-7%
COc1ccc(CN2CCNC(=O)C2CC(=O)NC2CCCCCC2)c(C)c1C (stereo not given)	i	-11%	5%	2%	.	4%	0%	-4%	-9%
Cc1cc2nn(-c3ccccc3)nc2cc1NC(=O)c1cccc2c(Cl)cccc12	.	-22%	.	0%	-19%	15%	.	1%	-3%
O=C(Nc1cccc(C(F)(F)F)c1)c1scc2c1OCCO2	i	-8%	0%	8%	16%	?	-5%	-5%	-16%
COc1ccc(OCCOCCN2CCc3ccccc3C2)cc1	.	i	.	-12%	-2%	-7%	0%	-16%	21%
Cc1ccccc1-c1cc(C(=O)NCc2cccc(Br)c2)n(CC2CC(c3cccnc3)=NO2)n1 (stereo not given)	i	-31%[inhibitor]	13%	?	37%	?	-22%	-8%	-2%
CC(=O)N1CCC(C(=O)Nc2ccc(S(=O)(=O)N3CCC(C)CC3)cc2)CC1	i	-9%	-4%	-14%	16%	2%	-2%	8%	3%
Cc1ccc(OCC(=O)Nc2ccc(NC(=O)c3ccccc3)c(C)c2)cc1	i	-17%	1%	-10%	-17%	12%	0%	-6%	-8%
COCCNC(=O)c1ccc2c(c1)NC(=O)CS2	i	i	0%	0%	13%	-14%	-8%	2%	5%
Cc1cc(NC(=O)CCC(=O)N(Cc2ccc(F)cc2)C(C(=O)NC2CCCC2)c2ccco2)no1 (stereo not given)	i	i	4%	-20%	7%	15%	0%	4%	-10%
CCOc1ncnc2c1sc1nc3c(cc12)COC(C)(C)C3	i	i	-4%	5%	-16%	-4%	.	25%	3%
O=C(Nc1ccccc1O)c1cccc(S(=O)(=O)Nc2ccccc2O)c1	i	-64%[inhibitor]	-6%	-26%	-7%	-12%	.	-2%	-1%
COc1cccc(NC(=O)COC(=O)c2ccc3ccccc3n2)c1	i	i	-5%	-3%	4%	?	-2%	2%	-5%
Cc1sc[n+](CC(=O)c2ccc(Br)cc2)c1C	i	i	2%	21%	-4%	10%	0%	4%	-2%
COC(=O)c1ccc(/C=N\NC(=O)c2ccc(C)cc2Cl)cc1	i	-19%[57.5 µM]	1%	-13%	-2%	10%	0%	4%	16%
O=C(O)C1=C[C@H](c2ccc3c(c2)OCO3)C[C@H](OCCCCO)O1	i	5%	0%	-5%	-12%	30%	.	6%	7%
Cc1cc(-c2ccc(C(C)C)c(S(=O)(=O)Nc3cc(C)on3)c2)on1	i	i	16%	-11%	15%	-12%	0%	-7%	-17%
COc1ccc(CNC(=O)c2cc3c(C)nc4ccccc4c3o2)c(OC)c1	i	-36%[inhibitor]	?	?	-8%	17%	0%	-25%	-8%
